Bioassay records: PubChem, The Scripps Research Institute Molecular Screening Center
TEAD-YAP inh – TEAD-YAP interaction inhibition, primary screen, TEAD-YAP interaction inhibitor project, luminescence, HEK-TIYL cells; TEAD-Gal4/YAP UAS-luciferase luminescence; inhibition, % at 9.12 µM; actives 1.4% (n = 640,000); in the data active = inhibition above about 32%;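 note: 0% = median of test compound wells and 100% = reference inhibitor wells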
MITF inh – MITF inhibitors, primary screen, biochemical, AlphaScreen, human; Microphthalmia-associated transcription factor (Homo sapiens), O75030; AlphaScreen MITF homodimerization, bead proximity signal; inhibition, % at 2.6 µM; actives 0.91% (n = 650,000); AID 1259374, 2018; in the data active = inhibition above about 50%;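 note: 0% = vehicle wells with protein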
Target sequence (O75030 whole entry, looked up): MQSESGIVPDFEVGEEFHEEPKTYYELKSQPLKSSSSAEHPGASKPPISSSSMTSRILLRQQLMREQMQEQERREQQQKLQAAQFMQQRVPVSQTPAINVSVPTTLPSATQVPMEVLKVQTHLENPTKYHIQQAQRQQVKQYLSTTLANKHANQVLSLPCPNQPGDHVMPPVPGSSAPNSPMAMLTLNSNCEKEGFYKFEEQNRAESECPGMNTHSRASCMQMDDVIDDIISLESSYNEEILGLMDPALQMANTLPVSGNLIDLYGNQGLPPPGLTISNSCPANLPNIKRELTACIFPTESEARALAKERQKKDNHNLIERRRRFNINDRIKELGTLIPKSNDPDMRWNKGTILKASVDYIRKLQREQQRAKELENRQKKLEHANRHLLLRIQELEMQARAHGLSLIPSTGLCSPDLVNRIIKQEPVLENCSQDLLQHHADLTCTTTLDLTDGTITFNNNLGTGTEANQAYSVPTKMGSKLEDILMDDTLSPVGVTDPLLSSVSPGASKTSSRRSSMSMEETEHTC
GPR151 activ – activators of human GPR151, primary screen, cell-based, PathHunter beta-arrestin, luminescence; G-protein coupled receptor 151 (Homo sapiens), Q8TDV0; PathHunter beta-arrestin GPR151 cells; activation, % at 11.2 µM; actives 1% (n = 650,000); AID 1508602, 2020; in the data active = activation above about 4.9%;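 note: 0% = median of compound wells and 100% = cells with positive control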
FBW7 act – FBW7 E3 ligase activators, primary screen, biochemical, AlphaScreen, human; F-box/WD repeat-containing protein 7 (Homo sapiens), Q969H0; AlphaScreen FBW7–phospho-cyclin E peptide binding, activator screen; normalized activity (activation), % at 26.1 µM; actives 0.13% (n = 650,000); in the data active = normalized activity above about 1.9%;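 note: purified mutant Fbw7 with reduced substrate affinity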
The depositor's hits bear a star.

SMILES	TEAD-YAP inh	MITF inh	GPR151 activ	FBW7 act
CN1CCN(C(=O)c2ccc(-c3cc(C(=O)NCCN4CCOCC4)ccn3)cc2)CC1	-13	0	-0.2	0.0
COc1ccc(OC)c(NC(=O)COc2ccc(C(=O)Nc3ccc(C)cc3)cc2)c1	-9	-8	-1.2	-0.2
N#C/C(=C\c1ccccc1F)c1nc2ccccc2c(=O)[nH]1	2	5	-0.9	-0.1
O=C(CSc1nc(NC2CCCCC2)c2ccccc2n1)N1CCN(c2ccccc2)CC1	2	-5	1.3	0.1
Cc1cccn2c(=O)c(/C=C(\C#N)C(=O)NC3CCCC3)c(Oc3ccccc3)nc12	-3	7	2.3	0.0
C=CCc1cccc(/C=N\N2CCN(c3ccccc3)CC2)c1O	-6	-14	0.7	-0.2
CC(C)Cn1c(SCC(N)=O)nc2ccccc21	-2	10	-1.0	0.1
O=C(Nc1ccccc1)c1cncc(-c2ccc3[nH]ccc3c2)c1	4	14	1.5	0.5
Cc1cc2ccccc2n1CCNC(=O)c1ccccc1	-2	11	0.6	-0.2
Cn1c(-c2ccco2)nc2c3ccccc3ccc21	-65	2	1.4	-0.1

Compounds from the list above that contain four or more nitrogen atoms (three):
SMILES	TEAD-YAP inh	MITF inh	GPR151 activ	FBW7 act
CN1CCN(C(=O)c2ccc(-c3cc(C(=O)NCCN4CCOCC4)ccn3)cc2)CC1	-13	0	-0.2	0.0
O=C(CSc1nc(NC2CCCCC2)c2ccccc2n1)N1CCN(c2ccccc2)CC1	2	-5	1.3	0.1
Cc1cccn2c(=O)c(/C=C(\C#N)C(=O)NC3CCCC3)c(Oc3ccccc3)nc12	-3	7	2.3	0.0

Back to the main list with the 3 entries that preceded the break.
SMILES	TEAD-YAP inh	MITF inh	GPR151 activ	FBW7 act
O=C(Nc1ccccc1)c1cncc(-c2ccc3[nH]ccc3c2)c1	4	14	1.5	0.5
Cc1cc2ccccc2n1CCNC(=O)c1ccccc1	-2	11	0.6	-0.2
Cn1c(-c2ccco2)nc2c3ccccc3ccc21	-65	2	1.4	-0.1
O=C(Nc1ccc(-c2ccccc2)cc1)c1ccc(Cl)cc1	4	12	4.0	0.2
O=[N+]([O-])/C(CN1CCOCC1)=N\Nc1ccc([N+](=O)[O-])cc1	-3	6	-0.2	-0.2
CC(=O)C1=C(C)NC(SCC(=O)c2ccc(Cl)cc2)=C(C#N)C1c1ccco1 (stereo unspecified)	-10	19	-0.3	0.4
COc1ccc(NC(=O)CC(C)C)cc1OC	-4	4	-0.9	0.0
CCOC(=O)c1cnc(SCC(=O)N2CCN(c3ccccc3)CC2)nc1N	-9	-5	-0.1	-0.2
COc1ccc(NC(=O)c2ccco2)cc1NC(=O)c1ccccc1C	8	-3	0.0	0.0
CC(C)c1ccc(NC(=O)C2C3C=CC4(O3)C2C(=O)N(CCCN(C)C)C4C(=O)NC2CCCCC2)cc1 (stereo unspecified)	3	8	-1.0	0.0
C=CCOc1ccccc1CNc1ccc2c(c1)OCCO2	-13	6	3.4	0.5
CCCCNC(=O)c1sc2ccccc2c1Cl	-47	3	0.2	0.2
CCN(CC)CC[n+]1ccc(/C=N/O)cc1	0	5	0.3	-0.2
Nc1c(S(=O)(=O)c2ccccc2)c2nc3ccccc3nc2n1CCCO	-2	-2	-0.8	-0.1
O=C(CSc1ncnc2sc3c(c12)CCC3)NCCc1ccccc1	-24	-9	0.1	-0.1
O=C1NN(c2ccccc2)C(=O)/C1=C/c1c(Cl)cccc1Cl	3	-11	-1.1	0.1
CCC(=O)NC1=NC(=O)/C(=C\c2cc(OC)c(OC(=O)CC)c(OC)c2)S1	7	6	0.3	0.0
CC(=O)Nc1ccc(N=Cc2c(C)[nH]n(-c3ccc(C)c(C)c3)c2=O)cc1	3	13	-2.4	0.4
Cc1onc(-c2ccccc2Cl)c1C(=O)N1C(C)CCCC1C (stereo unspecified)	-7	-2	-1.5	0.0
N#Cc1ccsc1NC(=O)COC(=O)CCCSc1nc2ccccc2s1	7	0	-3.7	0.0
CN(Cc1ccccc1)C(=O)CN(c1ccc(Oc2ccccc2)cc1)S(C)(=O)=O	-13	2	-2.0	0.2
CCc1ccccc1NC(=O)c1nnn(CC(=O)Nc2ccccc2C)c1N	2	18	0.2	0.4
Cc1nn(C(=O)CN2C(=O)c3ccccc3C2=O)c(C)c1Br	-11	-5	-0.6	0.0

Some values from the entries so far:
O=C1NN(c2ccccc2)C(=O)/C1=C/c1c(Cl)cccc1Cl in TEAD-YAP inh is listed with 3
CCc1ccccc1NC(=O)c1nnn(CC(=O)Nc2ccccc2C)c1N in FBW7 act is listed with 0.4
Nc1c(S(=O)(=O)c2ccccc2)c2nc3ccccc3nc2n1CCCO in MITF inh is listed with -2
O=C(CSc1ncnc2sc3c(c12)CCC3)NCCc1ccccc1 in MITF inh is listed with -9
CC(=O)Nc1ccc(N=Cc2c(C)[nH]n(-c3ccc(C)c(C)c3)c2=O)cc1 in TEAD-YAP inh is listed with 3

(cont.)
SMILES	TEAD-YAP inh	MITF inh	GPR151 activ	FBW7 act
O=C(NCc1cccnc1)c1cn2ccsc2n1	12	12	0.3	0.0
CC(OC(=O)c1cc(Cl)ccc1[N+](=O)[O-])C(=O)NC(C)c1ccc(F)cc1 (stereo unspecified)	8	13	0.4	0.2
CCOC(=O)c1sc(NC(=O)c2ccc(OC)c(OC)c2)c(C#N)c1C	10	-7	-0.5	0.2
CCCCN(CC)c1ncnc2ccc(Br)cc12	10	10	0.5	0.0
O=S(=O)(Nc1ccccc1)c1cccc2nsnc12	-10	14	0.9	0.0
CC(=O)Nc1nonc1-c1nc2ccccc2n1N(C(C)=O)C(C)=O	10	10	-0.5	0.0
CCCC1=NN2C(=N)/C(=C/c3ccc(OC)cc3)C(=O)N=C2S1	5	1	1.5	0.0
COc1ccc(C(=O)COC(=O)C2(C)Cc3ccccc3C(=O)O2)c(OC)c1 (stereo unspecified)	1	-8	1.6	0.0
Cc1ccc(NC(=O)CSCc2ccccc2C)cc1	-51	22	0.1	0.6
COc1cc(C(=O)Nc2cc(Cl)ccc2C)c([N+](=O)[O-])cc1OC	4	-6	-0.6	-0.1
Cc1ccc(N2CC(C(=O)Nc3cccc([N+](=O)[O-])c3)CC2=O)cc1 (stereo unspecified)	8	14	-0.3	0.4
CC(C)(C)C(=O)NC(=S)NNC(=O)c1ccncc1	3	-4	-0.2	-0.2
O=c1oc2ccccc2c2c1nnn2C1CCN(Cc2ccccc2)CC1	-12	-13	-0.8	-0.2
CCn1c(=O)c(C(=O)NC)c(O)c2ccccc21	0	7	0.7	0.0
CC(=O)Nc1ccc(S(=O)(=O)Oc2ccc(C=O)cc2Cl)cc1	-8	2	-0.9	-0.1
Cc1ccc(OCC(O)CN2CCN(c3ccccc3)CC2)cc1 (stereo unspecified)	2	-1	-1.1	-0.2
Cc1ccc(NC(=O)CSc2nnc(C)c(=O)[nH]2)cc1Cl	15	8	1.0	-0.1
Cc1ccc(NC(=O)COc2cccc(C(=O)O)c2)cc1	-67	16	-2.3	0.8
CC(O)CNc1cc(N2CCCC2)ccc1[N+](=O)[O-] (stereo unspecified)	7	6	0.3	-0.1
CC1=CC(C)(C)Nc2cc(CN(C)C)c(O)cc21	10	30	-1.2	-0.7
CC1(C)CC(C(=O)N2CCC3(CC2)CC3C(=O)NCCCc2ccccc2)CCO1 (stereo unspecified)	-13	21	0.3	0.3
CN1C(=O)c2cccc(NC(=O)CN3C(=O)c4ccccc4C3=O)c2C1=O	7	-4	0.2	0.0
c1ccc(CN2CCC(Nc3nccc(Nc4ccccc4)n3)CC2)cc1	-2	5	-0.4	0.0
CCOCCCNC(=O)c1nc(-c2ccc(Cl)cc2)n2c1CCCCC2	8	3	-0.6	-0.1
O=C1c2cccc3cc(Br)cc(c23)C(=O)N1c1cccc(O)c1	-4	9	0.7	0.1

Record cards, as listed above.
CCOCCCNC(=O)c1nc(-c2ccc(Cl)cc2)n2c1CCCCC2 across the screens: TEAD-YAP inh: 8; MITF inh: 3; GPR151 activ: -0.6; FBW7 act: -0.1
CC1(C)CC(C(=O)N2CCC3(CC2)CC3C(=O)NCCCc2ccccc2)CCO1 (stereo unspecified) across the screens: TEAD-YAP inh: -13; MITF inh: 21; GPR151 activ: 0.3; FBW7 act: 0.3
